Dyrk1A ADPGlo = blocks rat Dyrk1A kinase activity; ADP-Glo luminescence, NFATc1 peptide; inhibition, % at 12.5 µM; hit rate 0.43% among 310,000; AID 504441; in the data active means inhibition above about 50%;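 further: plate controls were vehicle with enzyme for no effect and no enzyme for full effect; many of its hits are not listed in these tables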
PolyA inh = yeast polyadenylation inhibition | S. cerevisiae SKY197-pL101 polyadenylation reporter, beta-gal luminescence; efflux-impaired pdr1/pdr3 knockout yeast; score 100 = 6 SD above DMSO | hit rate 0.02% among 300,000 | calls only at 12 µM | AID 1875;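 active means lowest replicate activity score at least 50, where 100 means six control SD above control mean; inconclusive means lowest score under 50 but half or more replicates reach 50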;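 further: yeast exposed to compound for 9 h at 30 °C; higher score means more reporter readthrough which indicates perturbed polyadenylation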
AI-2 QS mod = Vibrio harveyi AI-2 quorum sensing modulation; activity change, % at 7.5 µM; Vibrio harveyi JMH597 AI-2 luminescence/OD600 ratio, 9 h; hits give low values; strain lacks LuxN and CqsS sensors; 0 = neutral-control median; AID 2094; hit rate 0.4% among 300,000; in the data active means activity change below about -75%, passing the limit was not always enough; inconclusive means no clear call, values can overlap the other calls;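 further: luminescence divided by OD600 gain over 9 h not by final OD600 alone; inactives centre near 13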
HSF1 inh = HSF1 inhibition; NIH3T3-HGL HSE-luciferase, MG132-induced, luminescence 8 h; hits give low values; AID 2098; hit rate 0.77% among 300,000; activity change, negative = inhibition, % at 7.5 µM (by protocol);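 active means more than half of replicate wells show activity change below -50%, luminescence cut by over half; inconclusive means some wells, but at most half, below -50%; inactive means no replicate well below -50%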;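 further: luciferase reports HSF-1 transcriptional activity via heat shock element; 0% = median of DMSO wells and -100% = zero luminescence signal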
GSK3B inh = human GSK3beta kinase inhibition; GST-GSK3beta kinase, ADP-Glo luminescence, 60 min; hits give low values; hit rate 0.038% among 300,000; activity score (negative = inhibition), % at 10 µM; P49841; AID 2097;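 active means more than half of replicate wells score below -50%, meaning over 50% inhibition versus plate controls; inconclusive means some replicates but at most half score below -50%; inactive means no replicate scores below -50%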;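 further: 0% = median DMSO wells and -100% = median GW8510 positive control wells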
Target sequence (P49841 whole entry, looked up): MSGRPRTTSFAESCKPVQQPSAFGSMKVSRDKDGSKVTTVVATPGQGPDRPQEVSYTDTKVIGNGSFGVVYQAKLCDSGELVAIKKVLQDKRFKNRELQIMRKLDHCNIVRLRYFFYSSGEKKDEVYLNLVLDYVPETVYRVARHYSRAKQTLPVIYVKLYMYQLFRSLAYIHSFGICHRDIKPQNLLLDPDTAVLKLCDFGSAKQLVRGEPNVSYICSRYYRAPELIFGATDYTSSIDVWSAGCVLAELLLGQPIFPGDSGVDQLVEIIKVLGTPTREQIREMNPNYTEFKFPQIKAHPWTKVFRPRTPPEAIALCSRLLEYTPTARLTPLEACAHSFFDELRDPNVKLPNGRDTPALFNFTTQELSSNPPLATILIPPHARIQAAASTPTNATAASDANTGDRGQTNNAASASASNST
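Test system: GST-fused GSK3beta enzyme, cell-free | Quantity: 1.6 ng GST-GSK3beta enzyme per well | Reagent: 25 µM ATP with peptide substrate | Schedule: 60 min enzyme reaction, room temperature | Signal: Luminescent ADP-Glo measurement of ADP formed | Read-out basis: Score relative to plate controls | Control set: DMSO and 20 µM GW8510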
GSK3 alpha inh = inhibitors of human GSK-3 alpha kinase | P49840 | ADP-Glo luminescence, 60 min | inhibition, % at 10 µM | hit rate 0.1% among 320,000 | AID 2650;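 in the data active means inhibition above about 50%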;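 further: GST-tagged GSK-3 alpha with peptide substrate and 25 µM ATP; 0% = DMSO neutral wells and 100% = GW8510 positive control wells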
Target sequence (P49840 whole entry, looked up): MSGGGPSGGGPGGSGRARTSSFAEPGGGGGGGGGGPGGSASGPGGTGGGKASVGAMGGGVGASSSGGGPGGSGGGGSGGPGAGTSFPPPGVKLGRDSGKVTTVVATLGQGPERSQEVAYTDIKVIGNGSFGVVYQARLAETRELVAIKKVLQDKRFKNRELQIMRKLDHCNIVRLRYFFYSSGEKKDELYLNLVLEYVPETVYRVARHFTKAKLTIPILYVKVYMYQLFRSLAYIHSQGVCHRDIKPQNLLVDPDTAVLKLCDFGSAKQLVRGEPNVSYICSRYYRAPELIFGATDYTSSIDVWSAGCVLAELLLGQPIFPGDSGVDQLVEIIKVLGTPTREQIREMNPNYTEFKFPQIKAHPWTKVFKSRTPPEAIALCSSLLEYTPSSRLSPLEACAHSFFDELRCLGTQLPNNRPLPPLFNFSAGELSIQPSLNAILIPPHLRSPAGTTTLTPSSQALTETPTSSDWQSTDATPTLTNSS
HDAC3 inh = human HDAC3 inhibition | hit rate 0.15% among 320,000 | recombinant HDAC3, fluorogenic peptide/trypsin coupled, fluorescence | AID 2718 | inhibition, % at 8.3 µM; in the data active means inhibition above about 26%, passing the limit was not always enough; inconclusive means no clear call, values can overlap the other calls
HSP90 inh = blocks HSP90-mediated luciferase refolding in reticulocyte lysate; Rabbit reticulocyte lysate, luciferase refolding luminescence, 3 h; inhibition, % at 5.6 µM; hit rate 0.91% among 290,000; AID 1789;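 active means inhibition above the screen-wide mean plus 3 SD, computed separately per campaign, cut at about 16% in these data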;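 further: 0% = DMSO wells and 100% = 60 µM geldanamycin wells; inhibitors lower the luminescence because luciferase stays unfolded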
Platelet DG rel = platelet dense granule release activity | AID 1663 | human platelet-rich plasma, SFLLRN dense granule ATP release, luminescence | hit rate 0.22% among 300,000 | inhibition, %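 (compounds screened at 7.5 µM in platelet-rich plasma)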;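 active means mean replicate score, as percent of positive control, at or above 50; inconclusive means mean below 50 but at least one replicate at or above 50; inactive means mean and every replicate below 50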
HSF-1 act = increases HSF-1 driven luciferase reporter signal; hit rate 1.7% among 300,000; NIH3T3-HGL HSF-1 luciferase reporter, MG132, 8 h; 100% = twice DMSO control signal; activation, % at 9 µM;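 active means mean replicate activation of at least 50% with a set share of replicates each reaching 50%; inconclusive means only one of those two conditions met; inactive means mean below 50% and too few replicates reaching it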;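 further: 0% = median of the neutral control wells and 100% = twice that signal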
The depositor's hits bear a star; i = inactive; ? = inconclusive; / = not tested or not shown. Only part of the results is shown (hit frequency here may not be typical).

SMILES	Dyrk1A ADPGlo	PolyA inh	AI-2 QS mod	HSF1 inh	GSK3B inh	GSK3 alpha inh	HDAC3 inh	HSP90 inh	Platelet DG rel	HSF-1 act
COc1cccc(-c2nn(C)c3sc(C(=O)NCc4ccccn4)cc23)c1	16	i	6	16	2	3	-63	-4	-3	1
COc1cccc2c(Cl)c(CC=C(Cl)Cl)c(C)nc12	-9	i	22	1	2	-2	3	-3	-4	12
CN(C)C(CNC(=O)c1ccc(C2SCCS2)cc1)c1ccccc1 (centres undefined)	-2	i	/	25	/	-4	54*	0	1	24
CCOC(=O)CSc1nnc(-c2cccc(Cl)c2)n1CC	-2	i	11	11	-2	1	-4	5	10	39
CC(=O)Oc1ccc(N(C(C)=O)S(=O)(=O)c2ccc(C)cc2)c2ccccc12	-10	i	0	9	-4	-4	4	/	-7	-11
CCn1c(=O)c2ccccc2n(Cc2ccc([N+](=O)[O-])cc2)c1=O	-19	/	19	25	-2	0	-3	-2	-13	17
COc1cc(Cl)ccc1OCc1cc(C(=O)N(C)C2CC(C)(C)NC(C)(C)C2)no1	-5	i	22	-2	0	2	-10	-3	-3	4
Cc1nc2c(C#N)cnn2c2c1CCN2CC1CCCO1 (centres undefined)	-2	i	/	-3	/	3	-13	0	0	-8
N#CC1=C(C2CC2)CC(c2ccccc2)C(C#N)=C1N (centres undefined)	-11	i	8	1	3	-2	-3	-2	1	27
CCN(CC)C(=O)CSc1nc(-c2cccs2)cc(-c2cccs2)c1C#N	-2	i	34	24	4	-3	0	-1	6	29
C1CN=C(NC23CC4CC(CC(C4)C2)C3)C1	/	i	3	4	1	-3	4	3	-5	-17
Cc1cc(NS(=O)(=O)c2ccc(NC(=O)CCN3C(=O)c4ccccc4C3=O)cc2)no1	-1	i	13	-6	-1	5	-5	1	1	-18
COc1ccc(Nc2nc(NCc3ccco3)nc(N/N=C/c3ccccc3F)n2)cc1	1	i	20	8	-2	-2	-1	11	-23	26
O=C(CCCCCn1c(=S)[nH]c2ccccc2c1=O)NCc1ccc2c(c1)OCO2	-2	i	0	-5	-3	-2	-3	2	4	-1
CCN(CC(=O)Nc1c(F)cccc1F)C(=O)c1ccc(N2C(=O)c3ccccc3C2=O)cc1	6	i	-2	1	2	-3	1	/	1	11
CNC(=S)N(Cc1cc2cc(C)ccc2n2nnnc12)CC(C)(C)CN(C)C	-6	i	6	-3	-2	0	-7	-3	3	-10
O=c1[nH]ncc(N/N=C\c2ccc(O)cc2O)c1Cl	17	i	13	-9	0	7	8	4	16	12
CSc1ccccc1NC(=O)Nc1cccc(Cl)c1	4	i	24	17	-1	/	/	1	23	31
CCC(=O)c1ccc(OCC(=O)OCC(=O)c2cc(C)n(C)c2C)cc1	11	i	13	-5	5	-3	2	1	14	8
Cc1c(Cc2ccc3c(c2)OCO3)sc(NC(=O)c2ccc3ccccc3c2)c1C(N)=O	/	i	18	-25	2	-2	0	-2	-7	-34
COc1ccc(NC2CCCN(C(=O)CCN3CCCC3=O)C2)cc1 (centres undefined)	11	i	16	-14	-3	0	1	1	-6	-29
COc1cccc(-c2nc(C=O)cs2)c1	-5	i	31	0	-2	8	-6	2	1	0
CCOC(=O)[C@@H]1[C@H]2COc3ccccc3[C@@H]2N2C(=O)N(c3ccc(C)cc3)C(=O)[C@]12C	6	i	19	-7	2	8	-6	0	1	-8
Clc1ccc(-c2nc3ccncc3[nH]2)cc1	-1	i	11	16	5	3	0	4	?	32
CC(CN1CCOCC1)OC(=O)c1ccc(Cl)cc1Cl (centres undefined)	/	i	8	-2	5	-7	-1	-1	7	3
CCCOc1ccc(N2C(=O)CC(N(CCOC34CC5CC(CC(C5)C3)C4)C(C)=O)C2=O)cc1 (centres undefined)	-4	i	-5	7	1	0	-2	5	12	15
Cc1ccc(-n2ncc3c(=O)[nH]c(SCC(=O)N4CCOCC4)nc32)cc1	5	i	21	1	-1	-1	2	-3	5	5
CCOC(=O)CSc1nnc(-c2cccnc2)o1	-1	i	-11	-10	1	-3	1	-1	1	-14
CCCCn1c(N)c(N(CC(C)C)C(=O)CC2CCCCC2)c(=O)[nH]c1=O	0	i	12	-2	4	-4	-10	/	6	-3
CNC(=S)N/N=C(\C)c1ccc(Cl)s1	3	i	0	3	0	-3	14	-7	-1	1
O=C(COC(=O)/C=C/c1ccccc1)Nc1cccc(Oc2ccccc2)c1	3	i	19	11	3	-2	3	0	5	23
COCCN(CC(=O)NCc1ccc(F)cc1)C(=O)CCC(=O)Nc1ccccn1	5	i	10	4	2	5	5	-3	-9	17
OC1CN=C2CCCc3c2n(c2ccc(Cl)cc32)C1 (centres undefined)	-1	i	15	-1	-2	0	-9	-1	/	2
COc1ccc(CCNC(=O)c2c(-c3ccccc3Cl)noc2C)cc1	7	i	20	7	5	5	1	2	-6	-1
CN(Cc1ccc(Cl)cc1Cl)C(=O)CNC(=O)c1ccc2c(c1)OCO2	-3	i	17	1	1	-4	-6	/	-27	-11
CCOCCCNC(=O)C1(O)c2ccccc2NC(=O)N1c1ccc(C)c(C)c1 (centres undefined)	0	i	6	-9	0	-2	-3	1	1	-17
CCCNC(=O)c1csc(Nc2cccc3ccccc23)n1	6	i	14	-3	0	-3	-4	0	0	-4
O=C(Oc1ccccc1C(=S)N1CCOCC1)c1ccc([N+](=O)[O-])cc1[N+](=O)[O-]	1	i	0	0	-3	0	-1	1	4	-3
CC(OC(=O)CNC(=O)c1ccc(Cl)c([N+](=O)[O-])c1)C(=O)NCc1ccco1 (centres undefined)	-6	i	20	-1	4	-4	-6	/	-17	16
O=c1[nH]c(C2CCN(S(=O)(=O)c3ccc4c(c3)OCCO4)CC2)nc2c1nnn2Cc1ccccc1	18	i	8	2	2	/	/	9	0	5
COc1cccc(NC(=O)Cn2c3ccc(F)cc3c3nc4n(c(=O)c32)CCS4)c1	/	i	20	9	-1	-2	0	-1	-1	10
COC(=O)N/N=C/c1cc(Cl)cc(Cl)c1OCc1ccc(F)cc1	-4	i	-3	3	1	-1	1	8	3	19
CCOc1ccc(C(=O)/C=C/Nc2ccc(S(=O)(=O)Nc3onc(C)c3C)cc2)cc1	-1	i	25	-1	5	0	4	-1	2	3
FC(F)(F)c1cccc(N2CCc3cn[nH]c32)c1	0	i	11	7	1	-5	-11	2	1	9
CCc1cc2c(=O)c(-c3nc(C)cs3)c(CCCC(=O)O)oc2cc1O	1	i	9	0	-1	0	-12	1	9	34
Cc1ccc(CN2CCN(Cc3cccn3-c3ccccn3)CC2CCO)o1 (centres undefined)	0	i	3	-5	2	-1	4	1	1	-8
C=CCn1c(=O)/c(=C/c2ccc(Cl)cc2)s/c1=C(/C#N)c1nnc2n1CCCCC2	-3	i	23	1	2	0	-2	3	6	39
COc1ccc(N2CC(O)(c3ccc(OC(F)F)cc3)[N+]3=C2CCCC3)cc1 (centres undefined)	/	i	4	0	1	-2	-1	-2	5	6
COCc1n[nH]c(=S)n1-c1cccc2ccccc12	3	/	/	/	/	-3	16	-1	/	/
O=C(Nc1nnc(Cc2ccc([N+](=O)[O-])cc2)s1)Nc1ccccc1F	-4	i	-16	/	-3	-4	-4	-1	1	/
CSc1nc(NS(=O)(=O)c2cc(C)c(Cl)cc2Cl)nn1C	-3	i	19	13	-4	-2	-5	-3	-18	40
Cc1cc(C)nc(NC(=O)CCC2CCCC2)c1	2	i	5	13	4	-4	2	2	10	16
C=CCN(c1nc(C)cc(OC)n1)S(=O)(=O)c1ccccc1	13	i	10	8	2	-2	0	2	1	23
O=C(CSc1nnc(-c2cccnc2)n1Cc1ccccc1)NCc1ccccc1	7	i	10	-2	2	2	0	-1	/	24
Cc1cccc(-n2cc(C#N)c(=O)[nH]c2=O)n1	-4	i	11	-9	-1	3	0	5	10	17
CCOc1ccccc1Oc1c(C)oc2cc(OC(=O)N3CCOCC3)ccc2c1=O	2	i	13	4	0	-1	6	-4	-15	14
O=C(c1cccc(Br)c1)N1CCN(c2ccc(N3CCOCC3)nn2)CC1	21	i	11	-1	4	0	0	/	-11	2
O=C(NCc1ccc(Cl)cc1)C(=O)NCC1OCCCN1S(=O)(=O)c1cccs1 (centres undefined)	/	i	11	-2	1	-2	1	-1	-2	1
Cc1ccc(CN2C(=O)C(CC(C)C)Nc3ncnc(N4CCN(c5ccccn5)CC4)c32)cc1 (centres undefined)	11	i	38	5	2	-1	6	/	3	14
CC(=O)Nc1ccc(-c2ccnc(-c3ccc(NC(C)=O)cc3)n2)cc1	-5	i	11	3	4	-2	1	-1	12	10
New compounds follow.
SMILES	Dyrk1A ADPGlo	PolyA inh	AI-2 QS mod	HSF1 inh	GSK3B inh	GSK3 alpha inh	HDAC3 inh	HSP90 inh	Platelet DG rel	HSF-1 act
CCn1cc(-c2csc(N)n2)c(C)n1	-8	/	6	-9	0	-2	1	-1	1	-12
O=C(O)C1CC=CCC1C(=O)N1CC=C(c2ccccc2)CC1 (centres undefined)	2	/	10	-16	4	-2	-2	9	-2	-28
Cc1cc(N2C(=O)C(O)=C(C(=O)c3ccco3)C2c2ccc([N+](=O)[O-])cc2)no1 (centres undefined)	3	i	21	2	-1	-1	/	2	9	21
Cc1c(Cl)cccc1NC(=O)C1CCN(S(C)(=O)=O)CC1	/	i	52	2	1	10	11	8	-2	-8
O/C(=C\c1nc2ccccc2nc1/C=C(\O)c1ccccc1)c1ccccc1	-3	i	12	18	-20	-1	-6	2	33	34
O=C(NC(=S)NCc1ccccc1)C1CC1	1	i	15	4	0	1	-2	0	-7	-9
Nc1nc(Nc2ccccc2F)sc1C(=O)c1ccccc1	33	i	9	21	-35	64*	3	-2	9	28
COc1cc(OC)cc(C(=O)NC(=S)NNC(=O)[C@H]2C[C@@H]2c2ccccc2)c1	/	i	70	-1	2	-1	5	-1	4	2
CCOc1ccc(-n2c(SCC(=O)Nc3ccc(C(=O)O)cc3)nc3ccccc3c2=O)cc1	4	i	-1	3	3	0	-3	2	5	-15
COc1ccc(-n2c(C)cc(C(=O)CN3CCCCC3)c2C)cc1	1	i	12	-7	-1	0	2	3	1	13
CC(C)C[C@@H]1NC(=O)[C@H](C(C)C)NC(=O)c2cc([N+](=O)[O-])cc(I)c2NCC[C@@H](C(N)=O)NC1=O	/	i	40	0	4	0	-2	3	9	-1
Cc1nc2ccc(S(=O)(=O)N(C)CC(=O)Nc3ccccc3F)cc2s1	-5	i	-6	0	-3	-2	-2	-2	-9	-5
